# NOD2 RIPK2 PPI: NOD2-RIPK2 binding disruptors in cells, primary screen, fluorescence, CHO cells, BLA complementation. Receptor-interacting serine/threonine-protein kinase 2 (Homo sapiens), O43353. CCF4 ratio. inhibition, % at 4.98 µM. 360,000 tested, 0.38% active. AID 624267, 2012; in the data active = inhibition above about 21%;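 note: 0% = vehicle only and 100% = reference blocker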
# TWEAK Fn14 block: inhibitors of TWEAK-Fn14 signaling, primary screen, luciferase reporter cells, uHTS; TWEAK-stimulated Fn14 reporter cells, luciferase luminescence, 8 h; 360,000 tested, 2% active; inhibition, % at 10 µM; in the data active = inhibition above about 50%
# COUP-TFII inh: NR2F2 transcriptional activity inhibitors, primary screen, cell-based, luciferase reporter, HEK293T, luminescence. COUP transcription factor 2 (Homo sapiens), P24468. HEK293T NGFI-A luciferase reporter. inhibition, % at 8.6 µM. 370,000 tested, 0.7% active;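 active = inhibition above a per-plate cutoff, mean inhibition of test wells between control levels plus 3 SD, cut at about 38% in these data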;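 note: cells cotransfected with COUP-TFII expression vector driving the NGFI-A reporter; 0% = median of COUP-TF2 test wells and 100% = reporter-only cells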
# SRC2 inh: inhibition of GAL4-SRC2 driven luciferase reporter, primary screen, SRC2 inhibitor project, cell-based, luminescence; Nuclear receptor coactivator 2 (Homo sapiens), Q15596; HEK293 GAL4-SRC2 luciferase reporter; inhibition, % at 9 µM; 370,000 tested, 0.17% active; AID 651957, 2012;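 active = inhibition above the mean inhibition of all tested compounds plus 3 SD, set per campaign, cut at about 52% in these data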;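 note: 0% = DMSO treated cells and 100% = cells given Gossypol at 36 µM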
# LRH-1 inv ag: LRH-1 (NR5A2) inverse agonists, primary screen, cell-based, luminescence, HEK293T, StAR-luciferase reporter; 360,000 tested, 0.13% active; inhibition, % at 3.6 µM; LRH-1 transfected, 24 h;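 active = inhibition above the mean inhibition of all tested compounds plus 3 SD, cut at about 73% in these data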;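 note: 0% = DMSO wells and 100% = reporter-only cells lacking LRH-1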
# TLR9-MyD88 block: inhibitors of TLR9-MyD88 association in cells, primary screen, cell-based, CHO, BLA complementation, fluorescence; Toll-like receptor 9 (Homo sapiens) + Myeloid differentiation primary response protein …; CCF4 FRET ratio; inhibition, % at 4.98 µM; 340,000 tested, 0.21% active; AID 504734, 2011;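 active = inhibition above the mean over all tested compounds plus 3 SD, cut at about 21% in these data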;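 note: 0% = DMSO only wells and 100% = clavulanate BLA inhibitor control wells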
# NCOA1 inh: SRC1 coactivator transcriptional activity inhibitors, primary screen, cell-based, luminescence. Nuclear receptor coactivator 1 (Homo sapiens), Q15788. HEK293 GAL4-SRC1 luciferase reporter. inhibition, % at 3.6 µM. 360,000 tested, 0.12% active. AID 588354, 2011;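 active = inhibition above the campaign mean plus 3 SD, with each screening campaign given its own cutoff, cut at about 60% in these data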;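 note: 0% = DMSO treated cells and 100% = gossypol at 36 µM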
# TROY NFkB inh: inhibitors of TROY-driven NF-kB signaling, primary screen, Q293 LMP1-TROYcd cells, NF-kB luciferase, uHTS. Q293 LMP1-TROYcd NF-kB luciferase reporter, 4 h. inhibition, % at 10 µM. 360,000 tested, 0.98% active;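 active = compounds whose plate-normalised and pattern-corrected inhibition of the luciferase reporter signal at the single screening dose is 50% or more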
# EBV LMP1 NFkB: EBV LMP1-driven NF-kappaB luciferase reporter inhibitors, primary screen, cell-based, luminescence, single point | LMP1-induced NF-kappaB luciferase reporter cells | inhibition, % at 12.5 µM | 350,000 tested, 0.69% active | AID 504558, 2011; in the data active = inhibition above about 41%;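 note: 0% = neutral control wells and 100% = reference inhibitor control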
# TRAIL sens C8: viability loss with TRAIL in NB7+C8 cells, primary screen, TRAIL sensitizer project, cell-based, ATPlite luminescence. inhibition (viability loss, TRAIL sensitization), % at 10 µM. 360,000 tested, 1% active. AID 624354, 2012;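 active = compounds causing at least 50% loss of cell viability in the single-dose screen, relative to plate controls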
# NCOA3 inh: SRC3 coactivator transcriptional activity inhibitors, primary screen, cell-based, luminescence; AID 588352, 2011; inhibition, % at 3.6 µM; HEK293 GAL4-SRC3 luciferase reporter; Nuclear receptor coactivator 3 (Homo sapiens), Q9Y6Q9; 360,000 tested, 0.17% active;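 active = inhibition above a per-campaign cutoff, the mean of all compounds plus 3 SD, cut at about 60% in these data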;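 note: 0% = DMSO-treated cells and 100% = gossypol-treated cells at 36 µM; higher means less SRC3-driven luciferase light from the GAL4 reporter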
# An asterisk follows results filed as active; / = not tested or not shown. Some of the compounds tested; rates above refer to the full screens.
SMILES,NOD2 RIPK2 PPI,TWEAK Fn14 block,COUP-TFII inh,SRC2 inh,LRH-1 inv ag,TLR9-MyD88 block,NCOA1 inh,TROY NFkB inh,EBV LMP1 NFkB,TRAIL sens C8,NCOA3 inh
Cc1cc(C)cc(NC(=S)NCC2CCN(C(C)c3ccccc3)C2)c1 (configuration not stated),-1,-1,13,5,-20,-7,5,2,5,14,12
NCCCC[C@H]1CNC(=O)C(=O)N1CCC12CC3CC(CC(C3)C1)C2,-8,-5,-2,-23,-5,3,-37,3,6,4,-2
Cc1ccc(S(=O)(=O)N2CC(=O)Nc3ccccc32)cc1,3,18,3,-5,-14,-2,-5,1,-17,14,7
Cc1cc(C)cc(N2C(=O)CC(c3ccccc3)CC2=O)c1,1,12,7,9,3,-3,-19,-10,-1,-14,-38
CCc1cc(C(=O)N2CCCc3ccccc32)sc1C,14,-16,24,-10,-17,4,-5,-2,-7,-8,-1
O=C(O)c1ccccc1C(=O)OCC1CCC(=NO)CC1 (configuration not stated),14,5,-8,11,-10,-11,-13,-1,-3,-5,9
O=C(CSC1=NS(=O)(=O)c2cc(F)ccc2N1)NCc1ccccc1Cl,-1,-5,10,-6,-5,-4,4,3,-9,2,6
COc1ccc(Cl)cc1NC(=O)CSc1nc(NS(=O)(=O)c2ccc(C)cc2)cc(=O)[nH]1,5,-47,-1,15,26,3,12,-15,7,11,-10
CC(C)[C@H](NC(=O)c1ccccc1Cl)C(=O)OCC(=O)N1CCCCC1,3,-5,-5,-14,-2,-5,-9,-52,-3,-6,-2
COc1ccc(/C=C2\N=C(C)N(c3ccc(C(=O)O)cc3)C2=O)cc1OC,2,-3,5,10,-11,-4,-30,-21,-5,-8,9
CCOC(=O)c1[nH]c(C)c(C(=O)Nc2ccc(C)c(Cl)c2)c1C,4,10,-45,-51,-16,4,1,-16,-17,10,-5
CC(C)CNC(=O)COC(=O)c1ccc2c(c1)C(=O)N(Cc1ccco1)C2=O,-8,31,7,18,12,-7,0,-10,16,13,-33
CN1CC(=O)N/C1=N\C(=O)Nc1ccc2c(c1)N(C)C(=O)CS2,-12,3,-23,0,12,9,5,-7,0,0,-46
COc1ccc(/C=C(\NC(=O)c2ccc(C)cc2)C(=O)Nc2ccc(C(=O)O)cc2)cc1,-4,-2,-1,-25,-11,2,-17,4,-1,-7,-7
CN(C)c1ccc(P(=O)(OCc2ccccc2)C(O)c2ccc(Cl)cc2)cc1 (configuration not stated),1,22,21,-24,-10,7,-2,19,7,0,3
Cc1ccc(C)c(-c2cc(C(=O)Nc3sc(C)c(C)c3C(N)=O)c3ccccc3n2)c1,-8,66*,4,-32,12,1,-7,72*,21,16,-2
Cc1cccc2nc(CSc3nc4[nH]ncc4c(=O)n3-c3ccccc3Cl)cc(=O)n12,3,12,-11,-15,13,0,-13,10,1,1,0
COc1ccc(-c2noc(CCC(=O)NCCc3ccccc3)n2)cc1,10,11,0,16,-6,4,-4,-11,3,13,-24
COc1cccc(NC(=O)Cn2c(=O)n(CCC(=O)NCc3ccco3)c(=O)c3ccccc32)c1,-13,11,13,1,-2,1,7,-24,-4,-16,7
O=C(NCc1ccco1)Oc1ccccc1,-10,-9,-5,-7,-19,-3,4,-11,-6,-12,7
CC(NC(=O)NC(N)=O)(C(F)(F)F)C(F)(F)F,2,-5,9,2,10,2,2,6,-7,-3,-2
Brc1ccc2nc(-c3ccco3)c(CC3CCCCC3)n2c1,0,4,-7,-17,-16,/,-8,2,/,6,1
CCN(Cc1ccncc1)Cc1ccc(OC)c(OC)c1,-1,-1,10,3,16,-2,2,15,-2,0,2
CN1C(=O)CC(Sc2ccccc2C(=O)O)C1=O (configuration not stated),-6,20,3,1,-9,-1,13,-9,-2,-5,17
COc1cc(/C=N/NC(=S)Nc2cccc(C(=O)O)c2)ccc1O,1,-16,2,-29,-87,-5,-11,-60,74*,35,-39
O=C(O)CCCC(=O)Nc1ccc(S(=O)(=O)Nc2nccs2)cc1,-4,20,18,-15,-2,-2,-25,-1,-5,-2,-2
Cc1ccc(C)c(C(O)c2ncc(-c3ccc(F)cc3)[nH]2)c1 (configuration not stated),-4,3,25,5,-5,/,-9,-12,/,11,8
O=C(CNS(=O)(=O)c1ccc(Br)s1)N1CCCC1,-4,-3,3,-1,-12,-1,-9,10,0,14,-7
C=CCn1c(SCC(=O)N(CCOC)c2c(N)n(CCCC)c(=O)[nH]c2=O)nnc1-c1ccc(Cl)cc1,-2,3,-5,5,16,6,-4,1,4,13,4
CCOc1ccc(N=Cc2ccccc2O)cc1,-4,23,-5,16,10,2,-9,-11,0,4,-9
O=C(c1ccc2c(=O)n(Cc3ccco3)c(=S)[nH]c2c1)N1CCN(Cc2ccccc2)CC1,1,8,0,6,-8,4,-5,1,-4,1,-18
COc1cccc(/C=C2\SC(=S)N(CCCC(=O)Nc3cccc(C(=O)O)c3)C2=O)c1,1,-19,/,/,-6,9,1,-16,8,10,-4
O=C(c1ccc(S(=O)(=O)Nc2ccccc2Cl)cc1)N1CCOCC1,2,4,11,19,23,0,12,6,0,8,4
Cc1ccc(OCCN2CCC2(C)C(=O)NCc2cccc3ccccc23)cc1 (configuration not stated),1,-3,21,29,-6,/,1,0,/,8,-8
CC1C(Br)C(=O)NC(=O)N1Cc1ccccc1 (configuration not stated),-8,10,-11,10,-4,8,0,8,-3,27,-2
COc1ccc(OC)c(C2CC(=O)N3CN(c4ccc(C)c(Cl)c4)CSC3=C2C#N)c1 (configuration not stated),3,1,7,22,-9,15,4,-16,-4,10,-2
C=CCc1cc(C=O)cc(OC)c1OCc1ccc(C(=O)O)cc1,5,-6,-19,-15,-15,-3,-18,15,-6,5,-15
COc1ccc(CN2C(=O)c3ccccc3C2=O)cc1,-15,-10,-4,-18,12,1,19,-4,-1,-7,-1
O=C(NCc1nc2ccccc2[nH]1)C1=C[C@H](c2ccc(C(F)(F)F)cc2)C[C@H](OCCCCO)O1,10,11,-5,-14,4,1,-11,0,5,-4,17
Cc1nn(CC(=O)N2CCN(Cc3ccccc3)CC2)c(=O)c2ccccc12,-13,-6,-14,-15,-1,-4,-18,-9,1,-12,10
O=C(NCCCN1CCOCC1)C(=O)NCc1ccco1,-1,-7,3,-25,-4,1,-6,9,2,-2,13
NC(=O)c1ccc(NC(=O)CCN=C2NS(=O)(=O)c3ccccc32)cc1,-3,4,5,-3,-6,-5,-14,-15,-5,-39,17
Cc1c(Cl)cccc1NC(=O)NCc1ccccn1,-1,-5,-5,-29,1,3,-8,-8,0,-1,11
CCOC(=O)C1CCC(CNCc2ccccc2C)CC1 (configuration not stated),17,-1,-6,-12,4,0,-12,-11,2,6,-17
COc1ccc(C)cc1NC(=O)c1ccc(N(C)S(C)(=O)=O)cc1,-12,7,-14,4,8,-2,-13,-8,2,-4,13
CC(NC(=O)CN1C(=O)c2ccccc2C1=O)c1ccccc1 (configuration not stated),-9,0,12,-30,11,0,-65,-26,3,-5,16
CCn1c(SCC(=O)OC)nnc1-c1ccccc1,-3,1,-5,14,6,4,8,16,5,-13,10
CCN(CC)CCC(c1cc(OC)c(OC)c(OC)c1)c1c(OC)cc(OC)c2c(C)cc(=O)oc12 (configuration not stated),3,11,15,-15,4,-9,-5,-3,0,-3,10
NC(=O)c1ccc(NC(=O)COC(=O)CC23CC4CC(CC(Br)(C4)C2)C3)cc1,-12,-18,7,12,-9,-2,5,-3,5,-8,18
c1cncc(-c2nnc(-c3ccco3)o2)c1,-3,-14,-8,-42,-13,0,-29,-15,19,-1,-4
CSc1nnc(-c2cccc(C)c2)n1N,-8,0,-1,-21,-2,-1,12,0,6,7,7
Nc1n[nH]c2c1C1(CCCC1)Cc1ccccc1-2,-2,7,5,35,-1,10,12,-4,-5,-1,8
Cn1ccnc1C(O)(c1ccccc1)c1nccn1C,-15,-6,7,-2,-13,-7,-16,-4,-7,0,4
Cc1cc(-c2csc(N)n2)c(C)n1-c1ccccc1,4,14,-7,2,3,-4,-6,11,-11,-8,11
COc1ccc(-c2nnc(SCC(=O)Oc3ccc(C)cc3)o2)cc1,-2,5,7,35,-21,-9,-12,10,6,12,8
COc1ccc(/C=C/C(=O)N2CCN(c3ccccc3)CC2)cc1S(=O)(=O)N1CCOCC1,6,27,37,28,7,11,1,14,9,24,30
O=C(c1ccc(S(=O)(=O)Nc2ccccc2)cc1)N1CCCCCCC1,-5,5,-16,-7,0,-1,14,-14,2,8,17
O=C(Nc1cccc(Cl)c1Cl)C1CCN(C(=O)c2cccs2)CC1,0,24,5,-3,13,2,6,-16,-1,-4,9
COc1ccc2oc(C(=O)N3CCN(C(=O)c4ccco4)CC3)c(C)c2c1,7,-9,-11,-10,-15,3,-14,3,1,11,-6
Cc1ccccc1OCC(=O)Nc1nnc(COc2ccccc2)s1,9,-4,14,5,10,10,-19,-6,1,-5,14

# More compounds
SMILES,NOD2 RIPK2 PPI,TWEAK Fn14 block,COUP-TFII inh,SRC2 inh,LRH-1 inv ag,TLR9-MyD88 block,NCOA1 inh,TROY NFkB inh,EBV LMP1 NFkB,TRAIL sens C8,NCOA3 inh
COc1ccccc1NNC(=O)c1cccnc1Oc1ccccc1,-13,-23,18,20,12,-9,-2,-25,1,-8,18
CC(C)N1CCc2c(sc(NC(=O)c3nc4ccccc4s3)c2C(N)=O)C1,-6,20,38*,31,24,-17,-5,28,10,7,23
CC(C)(C)OC(=O)NCCCCCNC(=O)c1[nH]cnc1C(=O)N[C@@H](CCCCNC(=O)OC(C)(C)C)C(=O)OC(C)(C)C,-8,16,/,/,29,-7,22,10,-2,6,2
CN(CCCN1CCOCC1)C(=O)c1cc(COc2c(F)cccc2F)on1,6,6,10,-17,-26,-8,-8,4,5,3,6
CCc1cc(-c2n[nH]c(=S)n2CC(C)C)cs1,-3,-10,12,7,12,-6,-2,4,3,2,14
COc1ccc(C(C)(C)C)cc1NC(=O)c1ccccc1-n1cnnn1,-8,0,11,-2,21,-18,13,5,1,3,8
CC(C)(C)OC(=O)N1Cc2ccccc2C[C@H]1C(=O)NCC(=O)NC1CCCC1,-8,18,21,-11,-1,-3,-7,3,-6,-19,2
O=C(Nc1ccc(Cn2cccn2)cc1)c1ccc(COc2ccc(Br)cc2)cc1,8,-10,1,-5,-13,12,9,-4,-3,7,12
